GRK2 inh: human GRK2 inhibition via aptamer displacement | inhibition of aptamer binding, % at 10 µM | P25098 | bead flow cytometry, FAM-aptamer displacement from GRK2 | 330,000 tested, 0.59% active;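 active = inhibition of aptamer binding above 40%, roughly 3 SD of noise, on plates passing a quality check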;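 note: median bead fluorescence of bound FAM aptamer so fluorescent compounds give negative values; no value below 0 was filed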
Target sequence (P25098 whole entry, looked up): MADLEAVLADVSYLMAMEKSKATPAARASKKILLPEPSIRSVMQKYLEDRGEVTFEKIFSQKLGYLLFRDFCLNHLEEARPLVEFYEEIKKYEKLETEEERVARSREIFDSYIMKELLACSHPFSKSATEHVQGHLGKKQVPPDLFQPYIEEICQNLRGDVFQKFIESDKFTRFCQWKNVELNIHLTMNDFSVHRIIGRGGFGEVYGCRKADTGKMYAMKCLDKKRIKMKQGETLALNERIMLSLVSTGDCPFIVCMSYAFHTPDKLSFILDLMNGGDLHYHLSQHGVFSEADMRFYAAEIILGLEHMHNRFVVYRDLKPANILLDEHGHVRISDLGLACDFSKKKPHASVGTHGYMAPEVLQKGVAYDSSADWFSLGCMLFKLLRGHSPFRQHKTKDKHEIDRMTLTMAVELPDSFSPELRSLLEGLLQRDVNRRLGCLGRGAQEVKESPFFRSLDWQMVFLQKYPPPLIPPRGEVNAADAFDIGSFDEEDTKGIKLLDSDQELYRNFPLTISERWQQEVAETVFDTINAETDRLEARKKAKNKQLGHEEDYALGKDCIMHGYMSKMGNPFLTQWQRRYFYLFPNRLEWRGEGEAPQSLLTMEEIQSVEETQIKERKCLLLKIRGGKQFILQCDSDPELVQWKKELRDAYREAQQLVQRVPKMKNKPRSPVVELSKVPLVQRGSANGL
CIT2-GFP yeast: yeast TOR pathway CIT2-GFP modulation | AID 2029 | 320,000 tested, 0.065% active | S. cerevisiae CIT2-GFP strain, flow cytometry, 3 h; 100 means same as DMSO wells | GFP response vs DMSO, % at 10 µM;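 active = GFP response relative to DMSO above a set limit, near the screen mean plus 3 SD, cut at about 150% in these data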;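 note: ratio of well median GFP fluorescence to mean of DMSO wells on the plate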
MEP2 TOR yeast: alters MEP2-GFP fluorescence in TOR pathway yeast screen; AID 2016; S. cerevisiae MEP2-GFP strain, flow cytometry GFP, 3 h; 100% = DMSO control level; 330,000 tested, 0.51% active; GFP response vs DMSO, % at 10 µM;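 active = GFP response versus DMSO above a set limit, roughly screen mean plus 3 SD, cut at about 180% in these data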;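 note: median GFP fluorescence of the barcode-gated MEP2-GFP cells per well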
JMJD2C inh: inhibitors of human GASC-1 (JMJD2C) demethylase. GST-JMJD2C(1-420) H3K9me3 demethylation, DELFIA europium. Q9H3R0. inhibition, % at 2.35 µM. 330,000 tested, 0.069% active. AID 2099;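 active = more than half of a compound's replicate wells show inhibition beyond 50%, single wells judged on their own value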;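 note: signal counts dimethyl H3K9 product captured on neutravidin plate; 0% = median of DMSO wells and 100% = 0.3 times that DMSO median; strong numbers were not always called active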
Target sequence (Q9H3R0 1-420 limits assumed): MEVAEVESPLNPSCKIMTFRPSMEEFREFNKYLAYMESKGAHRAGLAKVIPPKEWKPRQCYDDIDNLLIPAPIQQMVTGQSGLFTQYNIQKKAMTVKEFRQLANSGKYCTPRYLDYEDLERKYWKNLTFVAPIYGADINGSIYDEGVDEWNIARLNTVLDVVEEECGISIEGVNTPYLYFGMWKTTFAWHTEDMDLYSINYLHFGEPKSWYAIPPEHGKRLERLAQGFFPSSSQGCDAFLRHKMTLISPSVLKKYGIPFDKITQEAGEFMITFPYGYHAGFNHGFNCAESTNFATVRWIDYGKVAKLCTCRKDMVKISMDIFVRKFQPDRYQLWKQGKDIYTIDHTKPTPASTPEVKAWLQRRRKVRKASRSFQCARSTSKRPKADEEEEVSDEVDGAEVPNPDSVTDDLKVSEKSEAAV
LAP4-GFP MLPCN: modulators of TOR pathway LAP4-GFP in S. cerevisiae; GFP response vs DMSO, % at 10 µM; 320,000 tested, 0.34% active; AID 2023; S. cerevisiae LAP4-GFP multiplex, flow cytometry GFP, 3 h; median GFP as percent of DMSO wells;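 active = GFP response vs DMSO above a set limit, about the screen mean plus 3 SD, cut at about 150% in these data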
AGP1-GFP MLPCN: yeast TOR pathway AGP1-GFP modulation; S. cerevisiae AGP1-GFP multiplex flow cytometry, 3 h; GFP as percent of DMSO wells; GFP response vs DMSO, % at 10 µM; 320,000 tested, 0.02% active; AID 2066;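 active = GFP response relative to DMSO above a set limit, near screen average plus 3 SD, cut at about 150% in these data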;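 note: median GFP channel fluorescence of the gated AGP1 strain per well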
RPL19A-GFP yeast: alters RPL19A-GFP fluorescence in TOR pathway yeast screen; percent response vs DMSO, % at 10 µM; 330,000 tested, 0.3% active; S. cerevisiae RPL19A-GFP strain, flow cytometry, 3 h; stronger effect = lower value;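 active = percent response vs DMSO below 50%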;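 note: median channel GFP fluorescence of the barcoded RPL19A-GFP strain; ratio of sample median GFP to plate DMSO average so 100% = DMSO; lower means less RPL19A-GFP as with rapamycin TOR inhibition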
VLA-4 inh: inhibition in a human VLA-4 binding assay | VLA-4 expressing cells, ligand binding flow cytometry | inhibition, % (about 7 µM as worked out from the volumes in the protocol) | 330,000 tested, 0.2% active; in the data active = inhibition above about 50%
* = called active by the depositor; . = no result given; & = joins results of further samples.

SMILES	GRK2 inh	CIT2-GFP yeast	MEP2 TOR yeast	JMJD2C inh	LAP4-GFP MLPCN	AGP1-GFP MLPCN	RPL19A-GFP yeast	VLA-4 inh
O=S(=O)(/N=C(\Sc1ccc(Cl)cc1)c1ccccc1)c1ccccc1	2	82	88	-43	214*	93	83	9
O=[N+]([O-])c1ccc(/C=N/Nc2nc(N3CCOCC3)nc(N3CCOCC3)n2)cc1	0	104	98	-10	97	101	105	14
CCOC(=O)c1csc(N)n1	1	72	96	7	103	73	92	-2
Cc1ccc(C(=O)N2CC3(C)CN(C(=O)c4ccc(C)cc4)CC(C)(C2)C3=O)cc1	0	99	101	1	92	96	100	2
CN(C)c1ccc(NC(=O)CN2CCc3ccccc3C2)cc1	3	94	96	6	86	94	98	-4
COc1cc2c(cc1OC)CN(C(=O)c1ccc(Cl)c(S(=O)(=O)N3CCCC3)c1)CC2	5	93	104	3	100	101	96	-14
CCOc1ccc(-c2cc(C(=O)NCCCn3ccnc3)c3ccccc3n2)cc1	0	101	112	-6	112	103	101	2
Cc1cnc(C(=O)OCC(=O)N2CCC(C)CC2)cn1	13	98	95	8	90	93	94	-16
Cc1cc(C(=O)NC(C)C2CCCO2)no1 (stereo unspecified)	10	96	99	24	102	91	104	9
Cc1nn(-c2ccccc2)c(Cl)c1/C=N/NC(=O)OC(C)(C)C	6	92	101	-5	92	97	101	8
O=C(C1CCC(=O)N(C2CCCC2)C1)N1CCN(c2ccccc2Cl)CC1 (stereo unspecified)	0	95	98	4	94	97	94	3
COc1cc(CNCCNCC(C)O)ccc1OCc1ccc(Cl)nc1 (stereo unspecified)	0	105	105	-12	110	106	82	-12
CN(C)/C=C1/C=C(c2ccccc2)OC1=O	6	106	110	28	111	105	101	11
CN(C)N(Cc1ccccc1)C(=O)C(O)(c1ccccc1)c1ccccc1	2	98	108	4	95	99	102	0
COc1ccccc1CN1C(=NC(=O)C2CCCCC2)SC2CS(=O)(=O)CC21 (stereo unspecified)	0	110	116	-8	101	112	107	-97
O=C(Cc1sc(-c2ccccc2)nc1-c1ccccc1)Nc1ccc(Cl)cc1	1	98	99	7	92	87	95	-4
COc1ccc(NC(=O)C2CCN(S(=O)(=O)c3c(C)noc3C)CC2)cc1	5	103	110	6	103	107	99	0
CCN(C(=O)COc1cccc(-n2cnnn2)c1)C1CCS(=O)(=O)C1 (stereo unspecified)	3	103	103	-10	98	99	98	-1
CC(=O)c1cccc(NC(=O)C(C)OC(=O)c2cccc(-n3cnnn3)c2)c1 (stereo unspecified)	4	100	105	-8	104	102	102	5
COc1ccccc1N1CCN(C(=O)c2cccc(S(=O)(=O)NCc3cccnc3)c2)CC1	0	103	100	.	104	110	110	-33
C#CCOCCOCCOCCNc1nc(N2CCN(C(=O)[C@H]([C@@H](C)O)n3cc(CCCCN)nn3)CC2)nc(N2CCN(C(=O)[C@H](CCCCN)n3cc(CCCC)nn3)CC2)n1	0	92	88	.	120	84	92	16
Clc1ccc(-c2nnc(-c3cccnc3)o2)cc1	1	98	110	-16	89	97	99	22
[N-]=[N+]=NC[C@H](Cc1ccccc1)N1CC[C@@H](O)CCC1=O	2	90	94	5	110	90	101	14
CCN(CC)CCN(C(=O)c1ccc2c(c1)OCCO2)c1nc2ccc(C)cc2s1	0	92	97	-9	96	102	102	-1
N#Cc1c(NC(=O)c2cc(C3CC3)on2)sc2c1CCC2	0	96	95	5	98	100	98	-11
COC(=O)c1c(Cl)c2n3ccccc3c(C)c(-c3ccccc3)c-2c1C(=O)OC	4	84	101	-2	99	96	98	6
Cc1c(NC(=O)c2ccc([N+](=O)[O-])o2)cccc1-c1nc2ncccc2o1	1	89	88	0	85	80	98	5
Cc1ccc(C(=O)N2NC(c3ccccc3F)C3C(=O)N(c4cccc(C)c4)C(=O)C32)cc1 (stereo unspecified)	0	106	97	1	103	109	98	-17
CC(C(=O)N1CCCC1)N1CCN(S(=O)(=O)c2ccc(C(C)(C)C)cc2)CC1 (stereo unspecified)	0	97	97	-6	111	103	99	3
CC(C)(C)OC(=O)N1CCC(c2c(C(=O)N3CCN(C(=O)c4ccco4)CC3)cnn2-c2ccc(F)cc2)CC1	0	91	91	4	92	91	88	0
C/C(=N\NC(=O)CC1N=C(Cc2ccccc2)NNC1=O)c1ccc(Br)cc1 (stereo unspecified)	1	92	100	3	110	97	98	1
Cc1ccc(S(=O)(=O)/N=C(\N)c2ccc(Cl)cc2)cc1	1	94	104	-5	88	98	105	12
CC(=O)N1c2ccc(S(=O)(=O)N3CCC(C(=O)NC4CCCCC4)CC3)cc2CC1C (stereo unspecified)	0	99	104	2	100	100	96	7
CC1=NN(CCc2ccccn2)C(=O)CC1	2	92	92	1	98	99	92	20
Cc1cc(O)ccc1NS(=O)(=O)c1ccc2c3c(cccc13)C(=O)N2	2	101	108	13	97	105	102	-5
COc1cccc(NC(=S)N(CCN(C)C)C(C)c2ccco2)c1 (stereo unspecified)	3	103	100	-2	89	95	105	12
Cc1cc(C)n(-c2cc(C(C)(C)C)nc3c(-c4ccccc4)cnn23)n1	2	90	91	.	108	100	94	-1
Cc1cccc(CSc2ccc3nnc(-c4cccnc4)n3n2)c1	1	101	98	15	90	100	98	18
CCCOc1ccc(Cn2c(=O)oc3ccc(C)cc32)cc1	0	97	95	2	105	94	96	-11
O=S(=O)(c1ccc(OCC(O)CN2CCC(Cc3ccccc3)CC2)cc1)N1CCOCC1 (stereo unspecified)	0	100	106	43	100	101	98	24

Grouped by structure: the entries above with two or more sulfur atoms.
SMILES	GRK2 inh	CIT2-GFP yeast	MEP2 TOR yeast	JMJD2C inh	LAP4-GFP MLPCN	AGP1-GFP MLPCN	RPL19A-GFP yeast	VLA-4 inh
O=S(=O)(/N=C(\Sc1ccc(Cl)cc1)c1ccccc1)c1ccccc1	2	82	88	-43	214*	93	83	9
COc1ccccc1CN1C(=NC(=O)C2CCCCC2)SC2CS(=O)(=O)CC21 (stereo unspecified)	0	110	116	-8	101	112	107	-97

Continued.
SMILES	GRK2 inh	CIT2-GFP yeast	MEP2 TOR yeast	JMJD2C inh	LAP4-GFP MLPCN	AGP1-GFP MLPCN	RPL19A-GFP yeast	VLA-4 inh
Cc1ccc(C(=O)NCC(=O)Nc2ccc(S(=O)(=O)Nc3cc(C)nc(C)n3)cc2)cc1	3	96	104	2	153*	101	85	4
Cc1ccccc1-c1nnc(SCC(=O)c2c(N)n(C3CC3)c(=O)[nH]c2=O)o1	0	95	101	18	101	98	99	2
Cc1nccn1CCCNC(=O)CC1C(=O)NCCN1Cc1ccccc1C(F)(F)F (stereo unspecified)	4	99	98	9	99	104	98	-1
CC(=O)c1ccccc1NC(=O)c1ccc(OCc2c(C)noc2C)cc1	1	104	102	-4	98	98	95	-7
COc1cc(NC(=O)c2cc(OC)c(OC)c(OC)c2)ccc1NC(=O)c1cccs1	0	96	90	-9	102	105	91	6
Cc1cc(NC(=O)CSc2nc3c(c(=O)n2Cc2ccccc2)SC(C)C3)no1 (stereo unspecified)	0	100	109	-5&11	107	112	108	-12
O=C(CCS(=O)(=O)c1ccccc1)NC1CCCCC1	0	98	98	1	91	102	99	24
CC1CN(c2ccc([N+](=O)[O-])cc2C(=O)N2CCOCC2)CC(C)N1 (stereo unspecified)	2	100	102	1	99	97	102	12
CSCCC(NC(N)=O)C(=O)NCc1ccc(Cl)cc1 (stereo unspecified)	0	107	105	1	103	113	102	5
CCC1Oc2ccccc2N(CC(=O)NC2CCCCC2C)C1=O (stereo unspecified)	29	109	102	-3	94	101	100	-4
CCOC(=O)c1cnn(-c2ccccc2)c1-c1ccccc1	0	98	91	-36	.	94	102	-4
Cc1ccc(OCCCC(=O)N(C)CC(=O)Nc2ccccc2Cl)cc1	1	97	99	4	106	103	95	17
CC(=O)c1cccc(N(CC(=O)NC2CCCCC2)C(=O)Cn2nnc(-c3ccccc3)n2)c1	0	105	120	-8	94	106	102	4
Cc1ccc(C)c(CSc2nnc(-c3cccnc3)n2N)c1	0	.	88	-2	94	91	99	-4
CN(C)S(=O)(=O)c1ccccc1C#N	2	102	102	10	92	102	103	17
Cc1ccccc1C(=O)N1CCN(c2ccccn2)CC1	45*	105	115	-5	102	101	93	-10
COC(=O)c1ccc(OCC(=O)NC2CCCCCC2)cc1	2	89	93	7	108	102	102	5
CCOC(=O)c1cnc(SCc2ccc(C(C)(C)C)cc2)nc1N	1	.	95	57	93	96	96	8
O=C(CN1CCC(NC(=O)Nc2ccccc2)CC1)Nc1cccc([N+](=O)[O-])c1	0	103	104	14	100	108	104	51*
CCc1ccc(NC(=O)N2CCN(c3ccccc3)CC2)cc1	1	97	93	-22	105	92	101	19
COCC(=O)N(CCN(C)C)Cc1cc2cc3c(cc2nc1Cl)OCO3	1	79	102	4	103	91	90	6
Cc1ccccc1NCCNc1ccccc1C	6	91	98	2	102	96	96	33
CC(=O)C1=C(O)C(=O)N(CC(=O)O)C1c1ccccc1Cl (stereo unspecified)	4	104	107	0	98	106	102	-8
CCc1ccc(OCCCC(=O)NCc2ccccc2)cc1	3	93	99	6	103	102	98	21
COc1ccc(C(CNC(=O)c2ccc(S(=O)(=O)N(C)C)cc2)N2CCCC2)cc1 (stereo unspecified)	0	104	100	-36	101	101	106	14
Cc1cccc(NC(=O)CSc2nc(N)c(NC(=O)c3cccs3)c(=O)[nH]2)c1	0	84	99	-2	96	77	87	0

Molecules above that have a halogen, in the order listed:
SMILES	GRK2 inh	CIT2-GFP yeast	MEP2 TOR yeast	JMJD2C inh	LAP4-GFP MLPCN	AGP1-GFP MLPCN	RPL19A-GFP yeast	VLA-4 inh
O=S(=O)(/N=C(\Sc1ccc(Cl)cc1)c1ccccc1)c1ccccc1	2	82	88	-43	214*	93	83	9
COc1cc2c(cc1OC)CN(C(=O)c1ccc(Cl)c(S(=O)(=O)N3CCCC3)c1)CC2	5	93	104	3	100	101	96	-14
Cc1nn(-c2ccccc2)c(Cl)c1/C=N/NC(=O)OC(C)(C)C	6	92	101	-5	92	97	101	8
O=C(C1CCC(=O)N(C2CCCC2)C1)N1CCN(c2ccccc2Cl)CC1 (stereo unspecified)	0	95	98	4	94	97	94	3
COc1cc(CNCCNCC(C)O)ccc1OCc1ccc(Cl)nc1 (stereo unspecified)	0	105	105	-12	110	106	82	-12
O=C(Cc1sc(-c2ccccc2)nc1-c1ccccc1)Nc1ccc(Cl)cc1	1	98	99	7	92	87	95	-4
Clc1ccc(-c2nnc(-c3cccnc3)o2)cc1	1	98	110	-16	89	97	99	22
COC(=O)c1c(Cl)c2n3ccccc3c(C)c(-c3ccccc3)c-2c1C(=O)OC	4	84	101	-2	99	96	98	6
Cc1ccc(C(=O)N2NC(c3ccccc3F)C3C(=O)N(c4cccc(C)c4)C(=O)C32)cc1 (stereo unspecified)	0	106	97	1	103	109	98	-17
CC(C)(C)OC(=O)N1CCC(c2c(C(=O)N3CCN(C(=O)c4ccco4)CC3)cnn2-c2ccc(F)cc2)CC1	0	91	91	4	92	91	88	0
C/C(=N\NC(=O)CC1N=C(Cc2ccccc2)NNC1=O)c1ccc(Br)cc1 (stereo unspecified)	1	92	100	3	110	97	98	1
Cc1ccc(S(=O)(=O)/N=C(\N)c2ccc(Cl)cc2)cc1	1	94	104	-5	88	98	105	12
Cc1nccn1CCCNC(=O)CC1C(=O)NCCN1Cc1ccccc1C(F)(F)F (stereo unspecified)	4	99	98	9	99	104	98	-1
CSCCC(NC(N)=O)C(=O)NCc1ccc(Cl)cc1 (stereo unspecified)	0	107	105	1	103	113	102	5
Cc1ccc(OCCCC(=O)N(C)CC(=O)Nc2ccccc2Cl)cc1	1	97	99	4	106	103	95	17
COCC(=O)N(CCN(C)C)Cc1cc2cc3c(cc2nc1Cl)OCO3	1	79	102	4	103	91	90	6
CC(=O)C1=C(O)C(=O)N(CC(=O)O)C1c1ccccc1Cl (stereo unspecified)	4	104	107	0	98	106	102	-8
